CHT inh: inhibitors of human choline transporter CHT | AID 488975, 2010 | hit rate 0.86% among 310,000 | CHT-expressing cells, membrane potential dye, choline response; stronger effect = lower value | High affinity choline transporter 1 (Homo sapiens), Q9GZV3 | B-score at 10 µM;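 active means B-score over 3 SD under the library average, and starting fluorescence ratio not unusually high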;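 further: choline stimulus applied at its EC90 after an EC20 pre-addition; B-score computed on integrated fluorescence ratio after choline addition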
KCNQ2 inh: KCNQ2 potassium channel inhibitors, primary screen, cell-based, CHO-K1, FluxOR thallium flux, B-score (AID 2156). 20 min; stronger effect = lower value. B-score at 10 µM. hit rate 1.1% among 310,000;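 active means fluorescence ratio B-score at most minus 3 library SDs, with starting brightness B-score within 2 library SDs, cut at about -5.5 in these data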
Kir21 inh: inhibitors of mouse Kir2.1 inward-rectifier potassium channel; AID 1672, 2009; Inward rectifier potassium channel 2 (Mus musculus), P35561; hit rate 0.85% among 310,000; B-score at 10 µM; HEK293-Kir2.1, FluxOR thallium flux fluorescence; stronger effect = lower value;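 active means fluorescence ratio B-score at or below minus 3 SD of library scores, with starting-brightness B-score within 2 SD, cut at about -4.2 in these data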;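 further: channel flux triggered by added potassium and thallium sulfate stimulus; B-score of peak minus minimum fluorescence over baseline after thallium stimulus; more negative B-score means stronger Kir2.1 block with less thallium influx; some compounds called inactive have numbers as strong as hits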
Target sequence (P35561 whole entry, looked up): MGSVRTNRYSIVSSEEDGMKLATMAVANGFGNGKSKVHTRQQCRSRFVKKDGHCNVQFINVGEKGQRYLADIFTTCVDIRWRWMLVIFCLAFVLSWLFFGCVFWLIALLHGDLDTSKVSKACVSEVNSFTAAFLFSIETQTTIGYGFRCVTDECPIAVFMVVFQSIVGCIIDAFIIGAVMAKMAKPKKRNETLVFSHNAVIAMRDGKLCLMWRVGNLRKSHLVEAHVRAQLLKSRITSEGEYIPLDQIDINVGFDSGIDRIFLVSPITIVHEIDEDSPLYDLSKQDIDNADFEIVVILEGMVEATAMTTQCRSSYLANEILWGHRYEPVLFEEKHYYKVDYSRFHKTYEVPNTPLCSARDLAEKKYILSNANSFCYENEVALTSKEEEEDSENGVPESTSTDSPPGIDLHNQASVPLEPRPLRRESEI
The depositor's hits bear a star; i = inactive. An unsorted share of the library; about 2.6% have a hit in one of these screens.

> Cc1ccc(-c2csc3ncn(CC(=O)OC(C)C)c(=O)c23)cc1
  CHT inh = i
  KCNQ2 inh = i
  Kir21 inh = 0.23

> CCOC(=O)c1ccc(NC(=O)CSc2nnc(COc3ccccc3OC)n2C)cc1
  CHT inh = i
  KCNQ2 inh = i
  Kir21 inh = -1.4

> CCOC(=O)C1CCN(c2ncnc3c2oc2ccccc23)CC1
  CHT inh = i
  KCNQ2 inh = i
  Kir21 inh = -2

> Nc1cnc(-c2ccccc2)nc1Cl
  CHT inh = i
  KCNQ2 inh = i
  Kir21 inh = 0.84

> O=C(CNC(=O)OCc1ccccc1)NC1CCCCNC1=O (stereo not given)
  CHT inh = i
  KCNQ2 inh = i
  Kir21 inh = -0.11

> CN(C)S(=O)(=O)c1cccc(N=c2scc(-c3ccc4c(c3)NC(=O)CO4)n2CC2CCCO2)c1 (stereo not given)
  CHT inh = i
  KCNQ2 inh = i
  Kir21 inh = 1.2

> CCN(CC)C(=O)c1cccc(C)c1
  CHT inh = i
  KCNQ2 inh = i
  Kir21 inh = -0.42

> CC(CN1CCN(C/C=C/c2ccccc2)CC1)c1ccccc1 (stereo not given)
  CHT inh = i
  KCNQ2 inh = i
  Kir21 inh = 0.55

> Cc1cc(C)n2nc(C(=O)OCC(=O)c3c[nH]c4ccccc34)nc2n1
  CHT inh = i
  KCNQ2 inh = i
  Kir21 inh = 0.42

> Cn1c(CCN2CCOCC2)nc2cc(NC(=O)COc3ccccc3)ccc21
  CHT inh = i
  KCNQ2 inh = i
  Kir21 inh = -1.6

2 compounds picked at random from the list so far:
> CC(CN1CCN(C/C=C/c2ccccc2)CC1)c1ccccc1 (stereo not given)
  CHT inh = i
  KCNQ2 inh = i
  Kir21 inh = 0.55

> O=C(CNC(=O)OCc1ccccc1)NC1CCCCNC1=O (stereo not given)
  CHT inh = i
  KCNQ2 inh = i
  Kir21 inh = -0.11

In the list so far, these have four or more nitrogen atoms:
> CCOC(=O)c1ccc(NC(=O)CSc2nnc(COc3ccccc3OC)n2C)cc1
  CHT inh = i
  KCNQ2 inh = i
  Kir21 inh = -1.4

> CN(C)S(=O)(=O)c1cccc(N=c2scc(-c3ccc4c(c3)NC(=O)CO4)n2CC2CCCO2)c1 (stereo not given)
  CHT inh = i
  KCNQ2 inh = i
  Kir21 inh = 1.2

> Cc1cc(C)n2nc(C(=O)OCC(=O)c3c[nH]c4ccccc34)nc2n1
  CHT inh = i
  KCNQ2 inh = i
  Kir21 inh = 0.42

> Cn1c(CCN2CCOCC2)nc2cc(NC(=O)COc3ccccc3)ccc21
  CHT inh = i
  KCNQ2 inh = i
  Kir21 inh = -1.6

Bioassay records (PubChem BioAssay)
